Assay outcomes as filed in PubChem.
HSF1 inh: HSF1 inhibition; NIH3T3-HGL HSE-luciferase, MG132-induced, luminescence 8 h; hits give low values; activity change, negative = inhibition, % at 7.5 µM (by protocol); 0.77% of 300,000 active; AID 2098;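 active = more than half of replicate wells show activity change below -50%, luminescence cut by over half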;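 also: luciferase reports HSF-1 transcriptional activity via heat shock element; 0% = median of DMSO wells and -100% = zero luminescence signal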
GSK3A inh: human GSK-3 alpha kinase inhibition; P49840; inhibition, % at 10 µM; ADP-Glo luminescence, 60 min; 0.1% of 320,000 active;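 in the data active = inhibition above about 50%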;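 also: GST-tagged GSK-3 alpha with peptide substrate and 25 µM ATP; 0% = DMSO neutral wells and 100% = GW8510 positive control wells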
Target sequence (P49840 whole entry, looked up): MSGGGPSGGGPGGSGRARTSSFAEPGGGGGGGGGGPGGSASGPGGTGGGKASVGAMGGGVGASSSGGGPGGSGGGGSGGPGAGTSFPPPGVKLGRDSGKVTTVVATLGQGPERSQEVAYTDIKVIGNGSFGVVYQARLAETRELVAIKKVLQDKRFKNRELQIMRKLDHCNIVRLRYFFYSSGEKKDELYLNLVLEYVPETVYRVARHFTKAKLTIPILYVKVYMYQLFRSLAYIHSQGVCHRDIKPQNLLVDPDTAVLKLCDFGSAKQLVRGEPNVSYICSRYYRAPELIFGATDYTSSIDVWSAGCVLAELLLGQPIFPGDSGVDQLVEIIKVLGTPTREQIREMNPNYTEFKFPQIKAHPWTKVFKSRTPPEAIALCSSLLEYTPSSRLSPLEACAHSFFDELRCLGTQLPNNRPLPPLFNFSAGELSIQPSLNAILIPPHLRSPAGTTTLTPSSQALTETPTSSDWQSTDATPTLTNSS
IEC-6 tox: IEC-6 cytotoxicity, counter-screen for KLF5 inhibitors; inhibition, % at 5 µM; luminescence viability; 0.78% of 290,000 active; AID 1825; in the data active = inhibition above about 22%;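 also: 0% = plate median of test compound wells and 100% = cytotoxic reference compound wells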
AI-2 QS modul: Vibrio harveyi AI-2 quorum sensing modulation; Vibrio harveyi JMH597 AI-2 luminescence/OD600 ratio, 9 h; hits give low values; strain lacks LuxN and CqsS sensors; 0 = neutral-control median; 0.4% of 300,000 active; activity change, % at 7.5 µM; in the data active = activity change below about -75%, passing the limit was not always enough;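 also: luminescence divided by OD600 gain over 9 h not by final OD600 alone; inactives centre near 13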
GSK3B inh: inhibitors of human GSK3beta kinase; 0.038% of 300,000 active; activity score (negative = inhibition), % at 10 µM; GST-GSK3beta kinase, ADP-Glo luminescence, 60 min; hits give low values; AID 2097;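 active = more than half of replicate wells score below -50%, meaning over 50% inhibition versus plate controls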;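 also: 0% = median DMSO wells and -100% = median GW8510 positive control wells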
Target sequence (P49841 whole entry, looked up): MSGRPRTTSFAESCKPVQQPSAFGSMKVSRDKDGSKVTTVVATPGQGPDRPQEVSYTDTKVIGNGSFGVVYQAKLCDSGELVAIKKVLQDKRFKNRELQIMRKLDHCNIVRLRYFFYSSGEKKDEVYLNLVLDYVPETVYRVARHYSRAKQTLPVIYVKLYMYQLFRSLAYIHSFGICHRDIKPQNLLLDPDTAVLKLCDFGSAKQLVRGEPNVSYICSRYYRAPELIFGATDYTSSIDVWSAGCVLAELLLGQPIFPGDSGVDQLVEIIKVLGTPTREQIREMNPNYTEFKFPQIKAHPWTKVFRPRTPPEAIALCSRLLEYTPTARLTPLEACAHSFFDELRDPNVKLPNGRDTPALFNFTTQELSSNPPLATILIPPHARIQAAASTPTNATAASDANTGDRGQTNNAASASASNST
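Assay system: GST-fused GSK3beta enzyme, cell-free / Medium: Tris pH 7.5 buffer with MgCl2, DTT, BSA, heparin / Also added: peptide substrate plus 25 µM ATP (final) / Compound: 10 µM single point / Timing: kinase reaction with compound 60 min at room temperature / Detection: ADP-Glo luminescence / Benchmarks: DMSO neutral wells and GW8510 at 20 µM as positive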
HSF1 activator: increases HSF-1 driven luciferase reporter signal. 1.7% of 300,000 active. NIH3T3-HGL HSF-1 luciferase reporter, MG132, 8 h; 100% = twice DMSO control signal. AID 504408. activation, % at 9 µM;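 active = mean replicate activation of at least 50% with a set share of replicates each reaching 50%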;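 also: 0% = median of the neutral control wells and 100% = twice that signal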
aSyn UTR inh: 5' untranslated region of α-synuclein, MLPCN primary screen | alpha-synuclein 5'UTR reporter, inhibitor activity | inhibition, % (tested at 7.5 µM) | 0.82% of 300,000 active; in the data active = inhibition above about 60%;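 also: H4 neuroglioblastoma cells stably carrying SNCA 5'UTR luciferase fusion; 0% = DMSO wells and 100% = positive control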
PolyA inhibitor: inhibitors of polyadenylation in S. cerevisiae. S. cerevisiae SKY197-pL101 polyadenylation reporter, beta-gal luminescence; efflux-impaired pdr1/pdr3 knockout yeast; score 100 = 6 SD above DMSO. calls only at 12 µM. 0.02% of 300,000 active. AID 1875;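 active = lowest replicate activity score at least 50, where 100 means six control SD above control mean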;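 also: yeast exposed to compound for 9 h at 30 °C; higher score means more reporter readthrough which indicates perturbed polyadenylation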
KLF5 inh: inhibitors of KLF5 expression | DLD-1 KLF5 promoter-luciferase reporter, luminescence | inhibition, % at 5 µM | 0.23% of 290,000 active | AID 1700;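 active = inhibition above a per-plate limit of that plate's mean compound inhibition plus 3 SD, cut at about 60% in these data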;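 also: 0% = DMSO wells and 100% = LY294002 at 200 µM; higher means less KLF5 promoter-driven luciferase light; inactives centre near -14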
HSP90 inh: blocks HSP90-mediated luciferase refolding in reticulocyte lysate; 0.91% of 290,000 active; Rabbit reticulocyte lysate, luciferase refolding luminescence, 3 h; inhibition, % at 5.6 µM; AID 1789;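 active = inhibition above the screen-wide mean plus 3 SD, computed separately per campaign, cut at about 16% in these data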;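 also: 0% = DMSO wells and 100% = 60 µM geldanamycin wells; inhibitors lower the luminescence because luciferase stays unfolded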
* = called active by the depositor; i = inactive; . = not tested or not shown.

SMILES	HSF1 inh	GSK3A inh	IEC-6 tox	AI-2 QS modul	GSK3B inh	HSF1 activator	aSyn UTR inh	PolyA inhibitor	KLF5 inh	HSP90 inh
CCCCCCC(=O)c1c(O)n(-c2ccccc2OC)c(=O)[nH]c1=O (tested in a mixture with another compound)	-9	0	3	10	-7	-1	6	i	4	-3
CCOC(=O)Cn1cc([N+](=O)[O-])nc1[N+](=O)[O-]	2	0	2	18	1	4	-44	i	-29	-1
COc1ccccc1NC(=O)c1cn(CCC#N)nc1-c1cccc(Cl)c1	1	0	-6	4	-1	-12	-1	i	-22	-4
COc1cc(CC2(CCc3ccncc3)C(=O)NC(=O)NC2=O)cc(OC)c1OC	-7	0	6	12	3	-12	18	i	4	2
Cc1ccc(CN2C3CCCC2CC(NC(=O)Nc2cccc(F)c2)C3)cc1 (stereo unspecified)	-1	0	17	19	-3	2	-99	i	-24	4
COC(=O)c1ccc(CC(C(=O)c2ccccc2)N(C)C)cc1 (stereo unspecified)	13	-1	10	11	2	12	-154	i	-33	3
Fc1ccccc1CN1CCN(c2ccc(Cl)cc2)CC1	1	0	2	1	-1	4	-6	i	-38	0
Cc1ccc(-c2nc3ccccc3c(=O)n2-c2ncccc2C)cc1	6	-1	5	0	3	-4	24	i	-17	3
CCc1cc2c(s1)NC(=O)CN=C2c1cccs1	-5	76*	2	18	0	7	27	i	9	-2
CCOP(=O)(OCC)C(CC)N1CCOCC1 (stereo unspecified)	4	-4	-6	3	-2	4	20	i	-6	-4
CC[N+](C)(CC)CCCOC(=O)C(O)(c1ccccc1)C1CCCCC1 (stereo unspecified)	-6	1	-1	35	1	3	28	i	-26	1
CN1CCN(Cc2cn3cccnc3n2)CC1	3	-2	-7	8	-1	0	6	i	-12	-2
Cc1ccc(N2C(=O)NC(=O)/C(=C/c3ccc(-c4ccc(C(=O)O)c(Cl)c4)o3)C2=O)cc1	-4	-2	-8	58	1	16	-21	i	-14	0
COC(=O)N(C)c1ccc(C(O)(C(=O)OC)C(F)(F)F)cc1 (stereo unspecified)	0	.	0	17	0	13	-14	i	-21	4
CCCCCCC(=O)c1c(O)n(-c2ccccc2OC)c(=O)[nH]c1=O	2	-3	-10	2	-5	9	14	i	-24	3
CN1C(=O)C(=Cc2ccc(N3CCOCC3)c([N+](=O)[O-])c2)C(=O)N(C)C1=O	-10	.	-2	21	1	2	23	i	-40	2
C/C=C1\CN2[C@H]3C[C@@]45c6ccccc6N(C)[C@H]4[C@@H]2CC1C3[C@H]5O (stereo partly specified)	-6	2	.	31	-20	2	13	i	.	.
CCc1ccc(CNCCc2c[nH]c3ccccc23)cc1	-3	10	4	4	-4	-9	1	i	-41	19*
O=S(=O)(c1ccccc1)N1CN2CCN(C2)C1	-45	-1	-2	17	1	-56	10	i	-8	-1
O=C(c1cc2cc3ccc(Cl)cc3nc2o1)N1CCC2(CC1)OCCO2	2	-2	-6	3	3	15	-42	i	-12	1
OC1(c2ccc(F)cc2)CCNC1 (stereo unspecified)	2	-8	-1	6	-4	6	-7	i	-16	-2
O=[N+]([O-])c1ccc(N2CCOCC2)c2cccnc12	-2	4	0	5	-1	-1	16	i	-28	0
COc1cc(C(=O)OC2C[C@H]3CC[C@@H](C2)N3C)ccc1O (stereo partly specified)	-1	3	-3	11	-22	-4	-25	i	-26	0
O=C1C(c2ccccc2)=C(N2CC2)c2ccccc21	.	-3	5	9	2	.	.	i	-31	0
CCc1nc2ccccc2c(=O)n1-c1ccc2ccccc2c1	-3	1	3	3	-2	1	18	i	-20	1
Cc1ccc(OP(=O)(NCc2ccccc2)Oc2ccc(C)cc2)cc1	19	-4	-6	-8	0	39	17	i	-18	-4
Cc1cccc(CN2CCCN(Cc3ccc(Cl)cc3)S2(=O)=O)c1	1	-3	-8	11	2	1	3	i	-34	0
CCOc1ccc(-n2c(O)c(/C=C3\C=Nc4ccccc43)c(=O)[nH]c2=O)cc1	-12	1	4	2	1	9	26	i	-31	1
CCCc1cc(=O)oc2cc(OCC(=O)N3C[C@H]4C[C@@H](C3)c3cccc(=O)n3C4)ccc12	4	0	-7	17	3	18	22	i	3	-2
CCc1ccc2nc(N3CCC(C(=O)N4CCC5(CC4)OCCO5)CC3)sc2c1	-15	-1	3	22	2	-15	-22	i	-70	-4
CCC(CC)C1C(C#N)=C(N)Oc2c1c(=O)oc1ccccc21 (stereo unspecified)	-3	-2	3	18	3	35	0	i	-30	3
CCC(=O)c1cn(Cc2ccccc2)c2ccccc12	-8	1	-7	-2	-1	6	14	i	-33	-3
NCCNc1ccc([N+](=O)[O-])c2cccnc12	2	5	10	6	-1	5	8	i	-19	1
COc1cc(CN=Cc2c(O)n(C(C)(C)C)c(=O)[nH]c2=O)cc(OC)c1	-1	12	-1	11	-26	-12	4	i	-15	-3
c1cncc(C2CCCN2)c1 (stereo unspecified)	-22	-2	.	11	0	-38	14	i	.	.
OC(CCNCCc1c[nH]c2ccccc12)C(F)(F)F (stereo unspecified)	-2	0	4	18	2	-19	-8	i	6	3
Cc1cccn2c(NCC3CCCO3)c(C(C)C)nc12 (stereo unspecified)	-11	-1	-3	14	2	-4	17	i	-16	4
C[C@H](O)[C@H]1CC[C@H]2[C@@H]3CCC4=CC(=O)CC[C@]4(C)[C@H]3CC[C@]12C	4	-1	2	41	0	-12	0	i	-14	4
CCCCCn1c(=O)c(C(=O)Nc2c(C)n(C)n(-c3ccccc3)c2=O)c(O)c2ccccc21	-3	1	4	14	3	-13	-108	i	-35	1
COc1ccc(C(C)=O)cc1CC(C(=O)c1ccc(C)c(C)c1)N(C)C (stereo unspecified)	-3	-2	2	21	-4	14	8	i	1	-6
Cc1ccc(-n2c(-c3ccc([N+](=O)[O-])cc3)nc3ccccc3c2=O)cc1	-4	0	0	12	0	1	5	i	5	-6
CCC(C#N)(CC)P(=S)(c1ccccc1)c1ccccc1	-2	1	-1	7	-2	6	-3	i	-4	5
O=C(c1cc(-c2ccncc2)nc2ccccc12)N1CCC2(CC1)OCCO2	-2	-1	4	.	.	-15	22	i	-11	5
CCCCn1c(=O)c(C(=O)NCc2ccccc2OC)c(O)c2ccccc21	0	-3	-9	27	0	-2	-1	i	-35	-1
COc1ccc(S(=O)(=O)Cc2ccc(C(=O)N3CCC4(CC3)OCCO4)o2)cc1	-5	0	-7	20	0	2	5	.	-16	-2
O=C1CCCN1c1ccc(S(=O)(=O)O)cc1 (tested in a mixture with another compound)	-11	-1	-1	30	-2	-6	0	i	-6	-2
N[C@@H](Cn1oc(=O)[nH]c1=O)C(=O)O	-5	2	.	12	4	-12	12	i	.	.
O=c1[nH]c(=O)n(Cc2ccccc2)c(O)c1C=Nc1ccc(CN2CCOCC2)cc1	29	0	-4	2	-1	28	-5	i	-5	4
O=c1[nH]c(=O)n(Cc2ccccc2)c(O)c1C=NCCN1CCNCC1	-85*	3	0	18	-2	-89	17	i	21	-2
CCCCCCn1c(O)c(C=NC2CCN(Cc3ccccc3)CC2)c(=O)[nH]c1=O	0	23	1	16	0	9	15	i	2	1
Oc1ccc(CC2CC3CCN2CC3)cc1O (stereo unspecified)	-13	3	-6	-1	-1	-3	-18	i	-3	-2
Cn1c(O)c(C=Nc2ccc(Cl)cc2)c(=O)n(C)c1=O	2	-4	-1	2	-2	-3	-15	i	-10	-1
O=C1/C(=C/c2ccccc2Cl)N2CCC1CC2	2	-5	7	-10	-2	-1	-23	i	8	-2
COCCOC(=O)c1c(C)oc2ccc(OC(=O)N(C)C)cc12	4	0	5	18	1	1	-17	i	29	5
O=C1CC(=O)N(c2ccc(Cl)cc2)C(=O)N1	-5	-1	-1	5	6	12	-11	i	-25	8
COc1ccc(-n2c(O)c(C(C)=NCC3CCCO3)c(=O)[nH]c2=O)cc1 (stereo unspecified)	-7	0	4	24	2	-5	-26	i	-9	1
O=c1[nH]c(=O)n(Cc2ccc(F)cc2)c(O)c1C=NCCN1CCCCC1	-3	-3	-1	-1	-30	5	-18	i	-24	-1
COc1cc(O)cc2c1C(=O)O[C@@H](C)CCCC(=O)CCCCC2	5	1	-6	-2	-2	6	2	i	-29	1
COc1cccc(N2C(=O)NC(=O)/C(=C/c3ccc([N+](=O)[O-])s3)C2=O)c1	9	1	-11	6	2	14	-17	i	-14	5
COc1ccc(C2C(C#N)=C(N)Oc3c2c(=O)oc2ccccc32)cc1Cn1cc([N+](=O)[O-])cn1 (stereo unspecified)	1	0	-10	9	3	21	10	i	-2	-1

Taken from the listing, 9 compounds:
SMILES	HSF1 inh	GSK3A inh	IEC-6 tox	AI-2 QS modul	GSK3B inh	HSF1 activator	aSyn UTR inh	PolyA inhibitor	KLF5 inh	HSP90 inh
O=C1CCCN1c1ccc(S(=O)(=O)O)cc1 (tested in a mixture with another compound)	-11	-1	-1	30	-2	-6	0	i	-6	-2
N[C@@H](Cn1oc(=O)[nH]c1=O)C(=O)O	-5	2	.	12	4	-12	12	i	.	.
O=c1[nH]c(=O)n(Cc2ccccc2)c(O)c1C=Nc1ccc(CN2CCOCC2)cc1	29	0	-4	2	-1	28	-5	i	-5	4
O=c1[nH]c(=O)n(Cc2ccccc2)c(O)c1C=NCCN1CCNCC1	-85*	3	0	18	-2	-89	17	i	21	-2
CCCCCCn1c(O)c(C=NC2CCN(Cc3ccccc3)CC2)c(=O)[nH]c1=O	0	23	1	16	0	9	15	i	2	1
Oc1ccc(CC2CC3CCN2CC3)cc1O (stereo unspecified)	-13	3	-6	-1	-1	-3	-18	i	-3	-2
Cn1c(O)c(C=Nc2ccc(Cl)cc2)c(=O)n(C)c1=O	2	-4	-1	2	-2	-3	-15	i	-10	-1
O=C1/C(=C/c2ccccc2Cl)N2CCC1CC2	2	-5	7	-10	-2	-1	-23	i	8	-2
COCCOC(=O)c1c(C)oc2ccc(OC(=O)N(C)C)cc12	4	0	5	18	1	1	-17	i	29	5

The list goes on.
SMILES	HSF1 inh	GSK3A inh	IEC-6 tox	AI-2 QS modul	GSK3B inh	HSF1 activator	aSyn UTR inh	PolyA inhibitor	KLF5 inh	HSP90 inh
CCCCCn1c(=O)c(C(=O)Nc2cccc(C)c2)c(O)c2ccccc21	2	-3	-4	2	-2	2	-1	i	-18	1
COc1ccc(CNC(=O)/C=C/c2ccc3[nH]cc(CCN(C)C)c3c2)cc1	14	-1	.	0	-1	33	-13	i	.	.
O=C(Cn1c(=O)n(CC2CS2)c2ccccc21)N1CCCCC1 (stereo unspecified)	9	-1	3	-2	1	9	-33	i	-32	5
Cn1cccc1/C=C1\C(=O)NC(=O)N(CCC2=CCCCC2)C1=O	-2	.	-11	19	0	-13	-9	i	-11	-3

Not all compounds are listed, so the mix of outcomes need not match the whole.
